CCHFV vOTU inh: blocks the CCHF virus ovarian tumor domain protease | CCHFV vOTU protease, Pep-AMC fluorescence | inhibition, % at 11.5 µM | 0.55% of 370,000 active; in the data active = inhibition above about 30%; also: 0% = vehicle wells with enzyme and 100% = no enzyme wells
PrPC surface inh: reduces human prion protein on the cell surface; 0.43% of 370,000 active; inhibition, % at 13.8 µM; cell surface PrPC, TR-FRET read-out; P04156; in the data active = inhibition above about 24%; also: 0% = median of the test wells and 100% = reference compound wells
The depositor's hits bear a star.

SMILES	CCHFV vOTU inh	PrPC surface inh
CCN(CC)C(=O)CC[C@@H]1CC[C@]2(CCCN(Cc3ccncc3)C2)O1	-10	-6
CC(=O)N1CCN(c2ccc(N3CCN(Cc4ccccc4)[C@H](C)C3)c(C)c2)[C@@H](C)C1	15	12
Cc1ccc(-n2c(SCC(=O)Nc3ccc(S(=O)(=O)Nc4nccs4)cc3)nnc2-c2ccncc2)cc1	-6	-9
O=C1c2c(-c3ccc(Br)cc3)noc2CCN1Cc1cn(Cc2cccnc2)nn1	-3	-6
O=C(Nc1ccc(F)cc1)C(CCc1ccccc1)N1CCN(C(=O)c2ccco2)CC1 (configuration not stated)	10	-2
C#CCNC(=O)C[C@H]1C[C@@]2(C(=O)OC)C(=C[C@H](C(C)(C)C)O[C@@H]2C)N(Cc2ccc3c(c2)OCO3)C1=O	13	-1
COC(=O)[C@]12C[C@H](CC(=O)N3CCCC3)C(=O)N(Cc3ccccc3)C1=C[C@H](C1CCCC1)O[C@@H]2C	-1	1
COc1cccc(NC(=O)Nc2nc3ncccn3c2-c2ccc(F)c(F)c2)c1	-25	7
CCOC(=O)[C@]12CCCCC/C=C\1N(CCc1ccc(Cl)cc1)C(=O)[C@H]2CC(=O)NCC12CC3CC(CC(C3)C1)C2	22	-4
COc1ccc(C(C(=O)N(C)C2CCCC2)N(Cc2ccc(F)cc2)C(=O)c2cc(C)on2)cc1OC (configuration not stated)	7	3
COC(=O)[C@]12C[C@H](CC(=O)N3CCN(C(=O)c4ccco4)CC3)C(=O)N(Cc3ccccc3)C1=C[C@H](C(C)C)O[C@@H]2C1CC1	4	1
COc1cc2c(cc1NC(=O)CSc1nnc(-c3cnccn3)n1-c1ccc(C)cc1)oc1ccccc12	6	-1
COc1ccc(-n2c(Cc3cccs3)nnc2SCC(=O)Nc2ccc(OCc3ccccc3)cc2)cc1	5	3
Cc1cccc(C)c1NC(=O)C1(C)CSCC(=O)N1CCCN1CCOCC1 (configuration not stated)	-1	2
O=C1c2c(-c3ccc(Br)cc3)noc2CCN1Cc1cn(C2CCCC2)nn1	6	1
CC(C)NC(=O)N[C@@H]1C[C@@H]2O[C@H](CO)CC[C@@H]2O[C@@H]1CCc1ccc(-c2ccccc2F)cc1	0	-4
COc1ccccc1NC(=O)OC[C@@H]1CSCCS(=O)(=O)N1	-8	0
CC(C)(C)OC(=O)NCCCCC(N)[P+](=O)O (configuration not stated)	0	-4
CC(COc1cccc(OC(F)(F)F)c1)CN1CCC(C(O)(c2ccccc2)c2ccccc2)CC1 (configuration not stated)	14	-4
CC(C)CN1C(=O)[C@@]2(CC(=O)N(C)C2c2ccccc2)c2cc(-n3cc(CCc4ccccc4)nn3)ccc21 (some centres not stated)	20	-1

Ordered by count of non-hydrogen atoms (falling): 5 of the compounds above.
SMILES	CCHFV vOTU inh	PrPC surface inh
COc1ccc(-n2c(Cc3cccs3)nnc2SCC(=O)Nc2ccc(OCc3ccccc3)cc2)cc1	5	3
CC(COc1cccc(OC(F)(F)F)c1)CN1CCC(C(O)(c2ccccc2)c2ccccc2)CC1 (configuration not stated)	14	-4
CC(=O)N1CCN(c2ccc(N3CCN(Cc4ccccc4)[C@H](C)C3)c(C)c2)[C@@H](C)C1	15	12
O=C1c2c(-c3ccc(Br)cc3)noc2CCN1Cc1cn(Cc2cccnc2)nn1	-3	-6
COc1ccccc1NC(=O)OC[C@@H]1CSCCS(=O)(=O)N1	-8	0

Single records, from the list above. Screens in order: CCHFV vOTU inh	PrPC surface inh
CC(COc1cccc(OC(F)(F)F)c1)CN1CCC(C(O)(c2ccccc2)c2ccccc2)CC1 (configuration not stated) across the screens: 14	-4
CC(=O)N1CCN(c2ccc(N3CCN(Cc4ccccc4)[C@H](C)C3)c(C)c2)[C@@H](C)C1 across the screens: 15	12
O=C1c2c(-c3ccc(Br)cc3)noc2CCN1Cc1cn(Cc2cccnc2)nn1 across the screens: -3	-6
Cc1ccc(-n2c(SCC(=O)Nc3ccc(S(=O)(=O)Nc4nccs4)cc3)nnc2-c2ccncc2)cc1 across the screens: -6	-9
O=C(Nc1ccc(F)cc1)C(CCc1ccccc1)N1CCN(C(=O)c2ccco2)CC1 (configuration not stated) across the screens: 10	-2

Next results.
SMILES	CCHFV vOTU inh	PrPC surface inh
COC(=O)c1cc2c(c3c4cc(F)ccc4n(S(=O)(=O)c4ccccc4)c13)C(=O)N(Cc1ccc(C(F)(F)F)cc1)C2	12	1
COC(=O)C1CN(Cc2ccc(Cl)cc2)CCS(=O)(=O)N1Cc1cn(Cc2ccc(F)cc2)nn1 (configuration not stated)	3	1
O=C(Nc1nc2ncccn2c1-c1ccc(F)cc1)C1CC1	-21	6
CC(C)=CCN1C(=O)[C@]2(OCCC=C[C@H]2C)c2c(Br)cccc21	13	9
COc1cc(NC(=O)C2CCCN(S(=O)(=O)c3ccc(C(C)(C)C)cc3)C2)cc(OC)c1 (configuration not stated)	2	14
C#CCNC(=O)C[C@H]1C[C@@]2(C(=O)OC)C(=C[C@H](C3CCCC3)O[C@@H]2C)N(Cc2ccccc2)C1=O	10	4
CCOC(=O)C1=C(C(=O)OCC)C2N(Cc3ccc(C#N)cc3)c3ccccc3[C@@]23C[C@@H](C(=O)OC)N(S(=O)(=O)c2ccc(C#N)cc2)C3=N1 (some centres not stated)	4	-4
COc1ccc(/C=C2\CC3(OC(=O)c4ccco4)CCCN2C3)cc1 (configuration not stated)	-2	-15
COc1ccc(-c2ccc3c(n2)CCCN3S(=O)(=O)c2ccc(C(F)(F)F)cc2)cc1	13	12
Cc1ccccc1C(=O)N[C@@H](CC(C)C)C(=O)N1CCC[C@H]1C(=O)NCc1ccccc1	-7	-3
COc1ccc(C=Nn2c(-c3n[nH]c4c3CCC4)n[nH]c2=S)cc1OCc1ccccc1	7	-6
CCOC(=O)[C@@]12CCCC3=C1N(CCC3)C(=O)[C@H]2CC(=O)NCc1cccc(C(F)(F)F)c1	15	-6
CCN1C[C@@H]2[C@@H]3C(=O)N(Cc4ccccc4)C(=O)[C@@H]3[C@](CC)(C1=O)N2C(=O)c1ccc(Cl)cc1	-3	-3
Nc1cc2ccccc2cc1NS(=O)(=O)N1CCCCC1	-9	6
Cc1cc(Nc2cccc(Br)c2)cc(=O)n1-c1cccc(Br)c1	9	16
COC(=O)[C@]12C=CCN1[C@H](c1ccccc1)c1c(c3ccccc3n1S(=O)(=O)c1ccc(C)cc1)C2	-2	8
CC(=O)OCC(=O)N1CCN(C(=O)C(=O)c2cccc(C(F)(F)F)c2)CC1	-3	-3
C[C@@H]1ON(C)[C@H]2C[C@H]3c4[nH]c5c(-c6cccc(Cl)c6)cccc5c4CCN3C(=O)[C@@H]12	2	5
CCCCCN1CCCCC(NC(=O)Cc2ccccc2)C1=O (configuration not stated)	2	4
COC(=O)C1(C(=O)OC)C2CCCCC2N(S(=O)(=O)c2ccc(C)cc2)[C@@H]1CC(C)=O (some centres not stated)	0	1
O=C1CCC2(CCC(c3ccccc3)CC2)N1CCO (configuration not stated)	6	5
CC(C)(C)S(=O)(=O)N1C[C@@H]2CC(=O)C(CCO)=C2[C@H]1CCO	4	-4
O=C(N[C@H](C(=O)N1CCC[C@H]1C(=O)NC1CCCC1)c1ccccc1)c1ccccc1	-6	-1
CCOc1ccc(-n2c(SCc3nc4ccccc4[nH]3)nnc2-c2cccc(Cl)c2)cc1	9	3
COc1ccc(S[C@]2(C(=O)N3CCCC3)CC(=O)N[C@@H]2c2ccc(OC)cc2)cc1	2	-10
O=C(NCc1ccccc1)C(c1ccc(C(F)(F)F)cc1)N1CCN(CCN2CCOCC2)CC1 (configuration not stated)	1	13
C[C@@H]1CN(C(=O)OC(C)(C)C)CCN1c1ccc(N2CCN(Cc3ccccc3)[C@@H](C)C2)c(C#N)c1	-3	9
CCOC(=O)CC[C@@]1(C(=O)OCC)C[C@@H](CC(=O)NCC23CC4CC(CC(C4)C2)C3)C(=O)N2CCCC=C21	11	-1
CCCCCCCCNC(=O)C1CSCCS(=O)(=O)N1Cc1ccccc1 (configuration not stated)	11	8
CC(=O)c1cc(-c2ccccc2-c2ccccc2)c(=O)n2c1CCC2	5	-2
CCCCCCCCN	6	-6
COC(=O)C1=C[C@@H]([C@@H](C)[C@H](OC)c2ccccc2Br)[C@@H]2OCCC[C@H]12	1	-9
O=C(NC1CCCC1)C1C(c2ccccc2)=Nc2ccccc2N1C(=O)c1ccc(C(F)(F)F)cc1 (configuration not stated)	15	-4
COc1ccc(-c2nnc(SCC(=O)Nc3ccc(S(=O)(=O)Nc4nccs4)cc3)n2-c2ccc(OC)cc2)cc1	13	14
CCC(C(=O)Nc1c(C)cccc1C)n1c(-c2ccc(=O)[nH]c2)nc2ccccc21 (configuration not stated)	-10	-4
Cn1cnc([N+](=O)[O-])c1Sc1nnc(-c2ccccc2)c(-c2ccccc2)n1	17	-12
C=CCN1[C@@H](CC(C)C)COc2cc(N3CCSCC3)ccc2S1(=O)=O	11	-5
COc1ccccc1N1CCN(C(=O)c2ccc3c(c2)nc(C)n3-c2cc(OC)c(OC)c(OC)c2)CC1	-1	-9
COc1ccc(S[C@]2(C(=O)N(C)C)CC(=O)N(C(=O)/C=C/c3ccccc3)[C@@H]2c2ccc(OC)cc2)cc1	9	5
O=C(NC1CCCC1)C1C(c2ccc(C(F)(F)F)cc2)=Nc2ccccc2N1C(=O)c1ccco1 (configuration not stated)	19	8

Grouped by structure: the compounds so far with a cyano group (2)
SMILES	CCHFV vOTU inh	PrPC surface inh
CCOC(=O)C1=C(C(=O)OCC)C2N(Cc3ccc(C#N)cc3)c3ccccc3[C@@]23C[C@@H](C(=O)OC)N(S(=O)(=O)c2ccc(C#N)cc2)C3=N1 (some centres not stated)	4	-4
C[C@@H]1CN(C(=O)OC(C)(C)C)CCN1c1ccc(N2CCN(Cc3ccccc3)[C@@H](C)C2)c(C#N)c1	-3	9

New compounds follow
SMILES	CCHFV vOTU inh	PrPC surface inh
C[C@H]1C(c2ccccc2F)O[C@]2(C[C@H](O)c3ccccc3O2)C[C@@H]1O (some centres not stated)	-2	13
CC(NCc1ccco1)C(=O)N1CCOCC1 (configuration not stated)	3	-3
CCCCCN1CCCCC(NC(=O)c2ccccc2OC)C1=O (configuration not stated)	-4	4
O=C(c1ccncc1)N1CCC(Oc2cccnc2)CC1	9	3
C=CCN1[C@@H](C)COc2cc(N3CCCC3)ccc2S1(=O)=O	-7	11
O=C(NCCO)C1(C(=O)C2CC2)CC(c2ccccn2)=NO1 (configuration not stated)	-4	-3
CCN(CC)C(=O)CC[C@H]1CC[C@]2(CCCN(Cc3cccc4ccccc34)C2)O1	9	3
Cc1ccccc1-c1cccc2[nH]c3c(c12)CCN1C(=O)[C@H]2[C@H](C)ON(C)[C@H]2C[C@@H]31	-36	8
COc1ccc(C(C(=O)NCc2ccccc2)n2c(-c3ccncc3)nc3ccccc32)cc1 (configuration not stated)	4	-6
COc1ccccc1CCn1cnc(-c2ccc(F)cc2)c1CC(C)C	27	9
CCCCCCCCNS(=O)(=O)CC1NCc2cc(OC)ccc21 (configuration not stated)	15	-1
O=C(N[C@H](C(=O)N1CCC[C@H]1C(=O)NC1CCCC1)c1ccccc1)C1CCCC1	12	-5
COc1ccc(Cn2c(NC(=O)c3ccccc3)nc(Cc3ccccc3)c2Cc2ccccc2)cc1	6	12
CCOC(=O)CN1C(=O)N(c2ccc(OC)cc2)[C@H]2CC3c4ccccc4C[C@]3(C)[C@@H](C(=O)N(C)C3CCCCC3)C[C@H]21 (some centres not stated)	4	5
CON(Cc1ccccc1)S(=O)(=O)c1ccccc1Br	19	6
CCCCCCCCN1C(=O)[C@H](CC(=O)N2CCN(C(=O)OCC)CC2)C[C@@]2(C(=O)OC)CC(C)(C)CC=C12	32*	1
N#Cc1ccc(S(=O)(=O)N2CCCc3nc(-c4ccccc4)ccc32)cc1	-4	0
C#CCNC(=O)C[C@@H]1C[C@@]2(C(=O)OC)CC(C)(C)CC=C2N(Cc2cccc3ccccc23)C1=O	25	8
Cc1ccc(NC(=O)N2CC(C)OC(C)C2)cc1[N+](=O)[O-] (configuration not stated)	-8	3
CC(C)NC(=O)C1(C)CN(S(C)(=O)=O)CC(=O)N1Cc1cccc(C(F)(F)F)c1 (configuration not stated)	4	-10
COC(=O)[C@]12C[C@H](CC(=O)NCC3CCCCC3)C(=O)N(Cc3ccc(Cl)cc3Cl)C1=C[C@H](C(C)(C)C)O[C@@H]2C	8	-3
CC(C)CN1C(=O)C[C@@]2(C(=O)N(C)c3ccc(NC(=O)C(F)(F)F)cc32)C1c1ccccc1 (some centres not stated)	4	-1
COc1cccc(/C=C2\CC3(OC(=O)c4cccc(F)c4)CCCN2C3)c1 (configuration not stated)	4	2
CCOC(=O)Cn1cc(CN2CCS(=O)(=O)N(Cc3ccc(C)cc3)C(C(=O)OC)C2)nn1 (configuration not stated)	-10	-1
CCn1c(SCC(=O)Nc2ccc(C(=O)OC)cc2)nnc1-c1cccc(Cl)c1	3	1
N#Cc1ccc(NC(=O)OC2CC3CC2[C@H]2CCCCN2[C@H]3Cc2ccccc2)cc1 (some centres not stated)	-8	2
CCOC(=O)[C@]12CCCC=C1N(Cc1ccccc1)C(=O)[C@H](CC(=O)NCc1cccc3ccccc13)C2	5	5
CC(C)Oc1cccc(-c2n[nH]c(=S)n2N=Cc2ccc(OCc3ccccc3)cc2)c1	16	0
COC(=O)C1CCCN(C(=O)C2CCN(S(=O)(=O)c3ccccc3[N+](=O)[O-])CC2)C1 (configuration not stated)	-3	-3
Nc1[nH]c(C(=O)c2ccc(Cl)cc2)c(-c2ccc(Br)cc2)c1C(=O)NCc1ccc(Cl)cc1Cl	1	1
CC(=O)c1ccc(NCCCN2CCC(C(O)(c3ccccc3)c3ccccc3)CC2)cc1	8	-13
CCCCCCCCN1C(=O)[C@@H](CC(=O)NCC23CC4CC(CC(C4)C2)C3)C[C@@]2(C(=O)OC)C1=C[C@H](C1CCCC1)O[C@@H]2C	-3	0
CC(=O)c1ccc(N2CCN(C(=O)c3ccc4c(=O)[nH]c5c(C(=O)NC6CCCC6)sc(=S)n5c4c3)CC2)cc1	-6	3
O=C(CSc1nnc(-c2cccs2)o1)c1cccc([N+](=O)[O-])c1	4	-1
COC(=O)[C@]12C[C@H](CC(=O)N3CCN(C(=O)c4ccco4)CC3)C(=O)N(CCc3ccc(OC)c(OC)c3)C1=C[C@H](C(C)(C)C)O[C@@H]2C	-1	0

These rows are one share of the data (hit frequency here may not be typical).
